Nrf2 inh = Nrf2 qHTS screen for inhibitors; A549 ARE-Fluc reporter, luciferase luminescence, 18-24 h; Potency, µM (titrated, usually from 46 µM), for the others: at the highest dose activity change, negative = inhibition, hits mostly inhibitors; actives 2.1% (n = 360,000); AID 504444, 2011; further: potency means the concentration at half of the fitted maximal effect; on the % scale 0 is the no-effect control and ±100 the full control effect; nearly all actives have a fitted effect of over 60% in size
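A549 ARE_Fluc cells, 5000/well, 5% FBS OPTI-MEM; compounds in dose-response, 18-24 h at 37 °C/5% CO2; CellTiter-Fluor viability read (Ex 405/Em 525), then BugLite luciferase luminescence = Nrf2 activity.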
EPAC2 antag = qHTS for Antagonist of cAMP-regulated guanine nucleotide exchange factor 2 (EPAC2): primary screen. EPAC2 GEF exchange of Rap1B-BODIPY-GDP, fluorescence. Potency, µM (top dose mostly 114 µM), without a hit: at the highest dose activity, negative = inhibition, usual class: inhibitors. actives 0.18% (n = 360,000); further: potency means the concentration at half of the fitted maximal effect; on the % scale 0 is the no-effect control and ±100 the full control effect; nearly all actives have a fitted effect of over 45% in size; many of its hits are not listed in these tables
Target sequence (Q8WZA2 whole entry, looked up): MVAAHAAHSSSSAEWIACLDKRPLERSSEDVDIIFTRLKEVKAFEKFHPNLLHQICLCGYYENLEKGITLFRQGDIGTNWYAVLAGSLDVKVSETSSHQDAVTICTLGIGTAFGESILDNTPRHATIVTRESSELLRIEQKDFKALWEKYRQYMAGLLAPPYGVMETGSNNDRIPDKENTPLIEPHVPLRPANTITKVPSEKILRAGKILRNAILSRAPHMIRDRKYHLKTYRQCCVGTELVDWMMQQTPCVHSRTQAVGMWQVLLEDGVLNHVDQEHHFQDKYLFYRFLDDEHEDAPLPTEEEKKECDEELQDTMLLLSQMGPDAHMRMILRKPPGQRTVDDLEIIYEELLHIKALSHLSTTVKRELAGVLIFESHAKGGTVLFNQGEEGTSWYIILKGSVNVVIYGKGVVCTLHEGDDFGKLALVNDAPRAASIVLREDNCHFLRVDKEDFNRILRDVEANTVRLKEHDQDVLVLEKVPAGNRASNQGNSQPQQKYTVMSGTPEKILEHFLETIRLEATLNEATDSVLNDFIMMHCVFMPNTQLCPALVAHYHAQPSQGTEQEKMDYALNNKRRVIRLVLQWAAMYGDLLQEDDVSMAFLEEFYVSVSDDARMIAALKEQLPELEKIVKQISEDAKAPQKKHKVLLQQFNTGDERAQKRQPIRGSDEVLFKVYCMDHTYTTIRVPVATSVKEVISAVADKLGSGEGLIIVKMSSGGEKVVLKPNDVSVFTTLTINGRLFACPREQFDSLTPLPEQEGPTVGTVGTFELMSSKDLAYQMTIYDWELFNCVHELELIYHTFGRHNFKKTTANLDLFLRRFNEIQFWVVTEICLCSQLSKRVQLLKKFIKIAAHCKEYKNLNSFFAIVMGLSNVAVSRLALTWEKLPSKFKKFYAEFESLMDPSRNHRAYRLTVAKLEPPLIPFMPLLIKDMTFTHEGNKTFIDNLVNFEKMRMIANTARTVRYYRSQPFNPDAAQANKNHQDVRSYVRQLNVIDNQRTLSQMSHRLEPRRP
TGFb inhibitor = qHTS for Inhibitors of TGF-b; HepG2 CAGA-GFP TGF-b/SMAD3 reporter, GFP fluorescence, 18 h; TGF-beta stimulated, 500 pg/mL final; AID 588855, 2011; actives 1.2% (n = 410,000); Potency, µM (series often up to 46.1 µM), for the others: at the top dose activity, negative = inhibition, most hits filed as inhibitors; further: potency means the concentration at half of the fitted maximal effect; on the % scale 0 is the no-effect control and ±100 the full control effect; nearly all actives have a fitted effect of over 65% in size
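HEPG2 CAGA-GFP cells (1000/well, DMEM with 1% FBS) were pre-incubated 2 h at 37 degrees C, given compound by pin tool, then stimulated with TGF-beta at 500 pg/mL final for 18 h before per-cell GFP fluorescence imaging.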
Mm-Cpn inhibitor = Inhibitors of TCP-1 ring complex (TRiC) of Methanococcus maripaludis (MmCpn): qHTS; Chaperonin Mm-Cpn (Methanococcus maripaludis); actives 0.031% (n = 330,000); purified Mm-Cpn ATPase, ADP Transcreener TR-FRET; Potency, µM (highest dose often 76.9 µM), without a hit: at the highest dose activity, negative = inhibition, usual class: inhibitors; AID 504842, 2011; further: potency means the concentration at half of the fitted maximal effect; on the % scale 0 is the no-effect control and ±100 the full control effect; nearly all actives have a fitted effect of over 80% in size
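ATPase turnover read by TR-FRET ADP competition (Eu cryptate antibody/ADP-d2, 665/590 nm): 10uM ATP final, 25nM Mm-CPN final, 30 min 37degC after 10-min compound preincubation, pH 7.4 Tris/KCl/MgCl2/DTT buffer.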
CCT chaperon mod = High-Throughput Screening for Modulators of Cytosolic Chaperonin Activity; purified chaperonin ATPase assay, HTRF ADP detection, 30 min; activity change, % (test concentration not listed), hits read low; actives 0.3% (n = 360,000); in the data active means activity change below about -30%; further: on the % scale 0 is the no-effect control and ±100 the full control effect
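Nucleotide hydrolysis assay: TRiC at 20–40 nM final (set by batch activity) with 10 uM ATP, 30 min at 37 °C, in presence of 76 uM compound. Detection by competitive ADP HTRF, 30 min ambient.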
Nrf2 activator = qHTS of Nrf2 Activators | AREc32 ARE-luciferase reporter (MCF7-derived line), luminescence, 24 h | Potency, µM (highest dose often 46.1 µM), for the others: at the top dose activation, hits mostly activators | actives 0.31% (n = 410,000) | AID 624171, 2012; further: potency means the concentration at half of the fitted maximal effect; % of control where 0% means no effect; nearly all actives have a fitted effect of over 65% in size
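Nrf2 activation is followed as ARE-luciferase induction in the AREc32 line after one day of compound treatment; luminescence is read with Steady-Glo.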
EPAC2 ag = qHTS for Agonist of cAMP-regulated guanine nucleotide exchange factor 4 (EPAC2): primary screen; Rap guanine nucleotide exchange factor 4 (Homo sapiens), Q8WZA2; EPAC2 activation, biochemical qHTS; response scale: 100% = 6.5 mM cAMP response; Potency, µM (series often up to 154 µM), for the others: at the highest dose activation, actives largely listed as activators; actives 0.079% (n = 360,000); AID 720711, 2013; further: potency means the concentration at half of the fitted maximal effect; nearly all actives have a fitted effect of over 50% in size
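Exchange assay: 100 nM EPAC2 with 250 nM Rap1B-BODIPY-GDP and 50 uM GDP. Fluorescence (ex 480/em 540 nm) read every 5 min for 30 min at room temperature. Data normalized to 6.5 mM cAMP as agonist control.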
pAkt inh = HTS Assay for Inhibitors of Akt Phophorylation: Primary Screen; AID 651550, 2012; Neuro2A IGF-stimulated pAkt S473 HTRF, 20 min; active compounds read low; actives 0.32% (n = 360,000); activity change, % for hits at 50 µM; in the data active means activity change below about -80%; inconclusive means mostly about -51% to -80%; further: on the % scale 0 is the no-effect control and ±100 the full control effect
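Neuro2A cells in DMEM with 0.5% FBS, overnight at 37 deg C, given compound at single 50 µM final, then IGF (6 nM final) for 20 min at 37 deg C. Lysed; phospho-Akt Ser473 by HTRF after 24 h, 665/615 ratio.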
A549 viability = Nrf2 qHTS screen for inhibitors: counterscreen for cytotoxicity; Potency, µM (doses to about 46 µM), for the others: top-dose activity change, negative = cytotoxicity, most hits filed as inhibitors; A549 ARE-Fluc cells, CellTiter-Fluor viability, 18-24 h; actives 0.16% (n = 390,000); AID 504648, 2011; further: potency means the concentration at half of the fitted maximal effect; on the % scale 0 is the no-effect control and ±100 the full control effect
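A549 ARE_Fluc cells in 5% FBS OPTI-MEM were exposed to compounds in concentration-response for 18-24 h at 37 deg C. Viability was read by CellTiter-Fluor fluorescence (Ex 405/Em 525) after 30 min, before the luciferase read.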
The depositor's hits bear a star; i = inactive; ? = inconclusive; nt = no result given; [ ] = dose if it differs, or a comment. Unless noted, the call rests on the fitted dose curve; in most records, active means well fitted curve in the direction sought with a large enough effect; inconclusive means small, poorly fitted or top-dose-only effect, or another doubt; inactive means no such curve, though single readings can be large; an effect the other way counts as inactive or inconclusive.

SMILES | Nrf2 inh | EPAC2 antag | TGFb inhibitor | Mm-Cpn inhibitor | CCT chaperon mod | Nrf2 activator | EPAC2 ag | pAkt inh | A549 viability
Cc1ccc(-n2c(N)c(S(=O)(=O)c3ccccc3)c3nc4ccccc4nc32)cc1 | -25% | -19% | 0% | -1% | -0.8 | -0.5% | 11% | i | 0%
CC(CC(C)C(=O)Nc1ccccc1C(C)(C)C)C(=O)O (stereo not drawn) | nt | -2% | 4% | 1% | -2.2 | -0.4% | 2% | i | 3%
Cc1nn(-c2ccccc2)c2c1N(CC(=O)N1CCN(c3ccc(F)cc3)CC1)C(=O)CS2 | -1% | nt | -13% | nt | nt | -0.3% | nt | nt | 0%
O=C(NC1CC1)c1sc2cc([N+](=O)[O-])ccc2c1Cl | 16% | 8% | 2% | -10% | -1.5 | 4.4% | -12% | i | -7%
CCc1ccc(C(O)c2ncc(-c3ccccc3F)[nH]2)cc1 (stereo not drawn) | nt | -11% | -5% | nt | 0.8 | 0.6%[9.22 µM] | 1% | i | nt
CCCOc1ccc(C(O)(CCN2CCCCC2)c2ccccc2OC)cc1 (stereo not drawn) | 0% | -3% | -22% | 0% | 0.3 | -0.2% | 10% | i | -5%
Cc1ccc(CNC(=O)C2CC(=O)N(CCC(C)C)C2)cc1 (stereo not drawn) | -18% | 9% | -2% | 0% | 0.5 | -0.6% | 5% | i | -17%
COC(=O)c1ccc(NC(=S)N2CCN(Cc3ccccc3)CC2)cc1 | -5% | 8% | -26% | 0% | 0.4 | -0.2% | 0% | i | 0%
O=C(c1cnn2ccccc12)N1CCCc2ccccc21 | -2% | -14% | -7% | -5% | -2.0 | 0.9% | 4% | i | -4%
CC(=O)Nc1cc(-c2cccc(NS(C)(=O)=O)c2)cn2c(-c3cccc(C(F)(F)F)c3)cnc12 | nt | -9% | ? | nt | -1.5 | -0.2% | -2% | i | nt
Cc1ccc(Nc2n[nH]c(C)c2[N+](=O)[O-])c(C)c1 | 0% | -1% | -4% | -2% | 0.4 | 5.2% | 4% | i | -9%
COc1ccccc1NC(=O)C(C)OC(=O)CSCC(=O)Nc1cc(C)on1 (stereo not drawn) | 1% | 6% | -8% | -5% | 0.5 | 0.1% | 5% | i | -4%
CCOC(=O)c1c(Nc2cccc(O)c2)nnc(-c2ccccc2)c1-c1ccccc1 | -3% | nt | ? | nt | nt | -3.1% | nt | nt | -10%
CC1CCc2c(sc(NC(=O)CCCOc3ccccc3)c2C(N)=O)C1 (stereo not drawn) | 10% | nt | 4% | nt | nt | 0.5% | nt | nt | 2%
O=C(Nc1ccc(CN2CCOCC2)cc1)c1ccco1 | -1% | 17% | 1% | 1% | 0.2 | 0.2%[9.22 µM] | 8% | i | 4%
COc1ccc(NC(=O)CSc2nnc(-c3cc(C)[nH]n3)n2N)cc1 | -4% | 2% | 7% | -3% | 0.3 | -0.8% | 5% | i | -4%
O=C(Nc1ccc(S(=O)(=O)Nc2ccccn2)cc1)C(F)(F)F | 3% | 11% | -3% | 0% | -2.1 | 0.2% | 2% | i | 1%
COc1cccc(-n2c(=O)n(Cc3ccccc3)c(=O)c3[nH]cnc32)c1C | 15% | -7% | 0% | 1% | 0.4 | 0.2% | -2% | i | 0%
COc1ccc(NS(=O)(=O)c2ccc3c(c2)NC(=O)CO3)c(OC)c1 | -3% | 3% | -20% | 1% | 1.5 | 0.1% | 1% | i | 6%
COc1cccc(-c2noc(-c3cccnc3)n2)c1 | ? | -3% | -18% | 1% | 1.2 | ? | -2% | i | 8%
Cc1c(C(=O)Nc2ccccc2C(=O)N2CCOCC2)cccc1[N+](=O)[O-] | 7% | 18% | -6% | 1% | -0.2 | -0.6% | 2% | i | -2%
COc1cccc(NC(=O)CN(C)C(=O)CN2C(=O)NC(C)(c3ccc(C)cc3)C2=O)c1 (stereo not drawn) | -4% | 2% | ? | 1% | 0.4 | 1.9% | 1% | i | -2%
Cc1cc(=O)oc2cc(OCC(=O)c3ccc4c(c3)NC(=O)CO4)ccc12 | -18% | -14% | 14% | -6% | -24 | 0.4% | 9% | i | -12%
CCCCC(=O)N(C)c1c(C)nc2ccc(C(=O)N3CCN(c4ccccc4)CC3)cn12 | nt | 10% | -10% | nt | -0.1 | 1.0% | 3% | nt | nt
O=C(OCc1cc(=O)n2ccsc2n1)c1ccc(O)cc1O | 17% | 4% | 17% | 1% | -3.5 | -0.2% | -1% | i | -5%

Overlap with the part before: three entries; new compounds follow.
SMILES | Nrf2 inh | EPAC2 antag | TGFb inhibitor | Mm-Cpn inhibitor | CCT chaperon mod | Nrf2 activator | EPAC2 ag | pAkt inh | A549 viability
Cc1cc(=O)oc2cc(OCC(=O)c3ccc4c(c3)NC(=O)CO4)ccc12 | -18% | -14% | 14% | -6% | -24 | 0.4% | 9% | i | -12%
CCCCC(=O)N(C)c1c(C)nc2ccc(C(=O)N3CCN(c4ccccc4)CC3)cn12 | nt | 10% | -10% | nt | -0.1 | 1.0% | 3% | nt | nt
O=C(OCc1cc(=O)n2ccsc2n1)c1ccc(O)cc1O | 17% | 4% | 17% | 1% | -3.5 | -0.2% | -1% | i | -5%
CCOC(=O)N1CCN(C(=O)Cc2ccc(Cl)cc2)CC1 | 28% | -1% | ? | -3% | -2.3 | 0.0% | -12% | i | -9%
Cc1nc(NCCc2ccc(Cl)cc2)c2nnn(Cc3ccccc3)c2n1 | 5% | 3% | 3% | -9% | -0.7 | -1.0% | 1% | i | 1%
CCN(CC(=O)Nc1ccc(Cl)c(S(=O)(=O)N(C)C)c1)Cc1nc2ccccc2c(=O)[nH]1 | -15% | -2% | -9% | -1% | -5.9 | 2.8% | 19% | i | 0%
CCn1c(CNC(=O)C23CC4CC(CC(C4)C2)C3)nnc1SCC(=O)Nc1ccc(OC)cc1 | 3% | nt | -22% | nt | nt | 3.2% | nt | nt | 2%
Cc1ccc(C)c(C(=O)N2CCN(c3ncccn3)CC2)c1 | -18% | -5% | -16% | -1% | 1.0 | -0.3% | -2% | i | 3%
CCCc1oc(C(=O)O)cc1CN1CCCC1 | 21% | 4% | -6% | 0% | -0.1 | -0.8% | 9% | i | -2%
O=C(O)CCC(=O)Nc1ccccc1C(=O)N1CCN(c2ccc(Cl)cc2)CC1 | 9% | 3% | 3% | 1% | 0.3 | -0.3% | -1% | i | 2%
COc1cccc(NC(=O)CSc2nc3ccc(NC(=O)c4cccs4)cc3s2)c1 | ? | nt | -10% | nt | nt | 8.8% | nt | nt | -21%
C=CCn1c(-c2cc3c(s2)CCC(CC)C3)n[nH]c1=S (stereo not drawn) | 8% | -8% | ? | -5% | -1.5 | 3.0% | -7% | i | 3%
COc1ccccc1C(=O)OCc1c(-c2ccccc2)ncc2ccccc12 | ? | -24% | ? | -9% | -0.7 | 6.1% | 18% | i | 5%
CC1=C(C(=O)N2CCOCC2)CC(CC(=O)NC(c2ccccc2)c2ccccc2)C(=O)N1Cc1ccc(F)cc1 (stereo not drawn) | nt | -9% | 20% | nt | 0.4 | 0.1% | 3% | i | nt
CCOC(=O)c1cc(CC)sc1NC(=O)c1ccc(N2C(=O)CCC2=O)cc1 | 5% | 2% | -1% | 1% | 0.3 | -0.1% | -19% | i | -8%
Cc1cccc(N2CCN(C(=O)CCCCCn3c(=S)[nH]c4ccc(N5CCOCC5)cc4c3=O)CC2)c1C | ? | -3% | ? | -2% | 0.7 | -0.6% | 1% | i | 1%
CN(CC(=O)Nc1ccccc1Br)C(=O)c1cccc(S(=O)(=O)N2CCc3ccccc32)c1 | ? | -2% | -13% | nt | -2.4 | -0.4% | 3% | i | -12%
NCCN1CCN(CCN)CC1 | 1% | 12% | -6% | -2% | -1.1 | -0.4% | 12% | i | -2%
Cc1cccc(C(=O)NCCCNC(=O)c2cccnc2)c1 | ? | 2% | 1% | 1% | -0.5 | -0.4% | 12% | i | 6%
CS(=O)(=O)N1N=C(c2ccc(Br)cc2)CC1c1ccc2c(c1)OCO2 (stereo not drawn) | ? | -1% | 14% | 0% | 1.0 | 3.9% | 15% | i | -8%
CC1=C(C(=O)Nc2ccc(C)cc2C)C(c2cccc([N+](=O)[O-])c2)n2nc(C(=O)OC(C)C)nc2N1 (stereo not drawn) | 2% | 14% | -18% | 2% | 0.0 | -0.1% | -9% | i | -2%
Clc1ccc(CO/N=C/c2cccs2)cc1 | 9% | 3% | -21% | -2% | 1.4 | -0.7% | -1% | i | 3%
CC(=O)Nc1ccc(NC(=O)CCNC(=O)c2ccccc2Cl)cc1 | 7% | 8% | 0% | 0% | -0.5 | -1.1% | 4% | i | 0%
Cc1ccccc1OCC(=O)NNC(=O)Nc1ccc(Cl)cc1 | 10% | -3% | 3% | -1% | -1.2 | -0.7% | -5% | i | -8%
CC(=O)NC12CC3CC(C1)CC(C(=O)Nc1c(C)n(C)n(-c4ccccc4)c1=O)(C3)C2 | 0% | 4% | -8% | 3% | -0.4 | -0.5% | -6% | i | 0%
CN=C1SC(CC(=O)Nc2sc(C)c(C)c2C(=O)OC)C(=O)N1C (stereo not drawn) | 0% | -4% | -3% | -3% | 0.1 | 5.3% | -8% | i | 1%
C[C@@]12C(=O)N(c3ccc(F)cc3)C(=O)N1[C@@H]1c3ccccc3OC[C@@H]1[C@H]2c1ccccc1 | -14% | 7% | 0% | -4% | -1.5 | 4.5% | 23% | i | -9%

The list is partial; the hit share may differ from the screen's.
